Autophagy mod: autophagy modulators in MEF cells, primary screen, imaging, high-content, MEF GFP-LC3; AID 463193, 2010; 0.98% of 190,000 active; calls only at 10 µM (by protocol); MEF GFP-LC3 puncta imaging; test concentration mostly 10 µM;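 active = percentage of spot-positive cells more than 3 SD above its plate mean, without a fluorescence outlier flag or 80% toxicity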;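 also: spot-positive cell cutoff set from DMSO-treated cells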
K1F lysis inhibition: inhibition of K1F phage lysis, E. coli UTI89, bacterial capsule biogenesis inhibitors, alamar blue (AID 488966); E. coli UTI89 K1F phage lysis, alamar blue, 2 h; higher % means a stronger effect; 0.02% of 340,000 active; one-dose inhibition, % at 100 µM; IC50 in µM for titrated hits;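 active = phage lysis inhibition, versus mean bacterial control, above a set limit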;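 also: capsule biogenesis inhibitors block K1F phage lysis so surviving cells raise fluorescence; higher fluorescence means more inhibition of phage lysis; actives were called in the ten point dose series up to 300 µM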
P. falciparum M1AAP: P. falciparum M1AAP inhibitors, biochemical, fluorogenic H-Leu-NHMec substrate, 1536-well (AID 1445). Aminopeptidase N (Plasmodium falciparum (isolate 3D7)). recombinant M1AAP, H-Leu-NHMec fluorogenic kinetic assay; higher % means a stronger effect. 0.42% of 220,000 active. one-dose inhibition, % at 30 µM; IC50 in µM for titrated hits;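 active = primary inhibition above the hit cutoff, then over 50% inhibition at one or more dose response concentrations, cut at about 23% in these data, passing the limit was not always enough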;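 also: plate controls were DMSO full reaction for no effect and no enzyme background for full effect; strong numbers were not always called active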
MT stabilize HCS: microtubule stabilizers in HeLa cells, primary screen, imaging, high-content imaging; HeLa tubulin immunostaining HCS, 24 h; share of cells brighter than vehicle mean+2SD; % tubulin-high responders, % at 10 µM; 0.83% of 200,000 active; AID 2205, 2009;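 active = plate Z-score above 3 for both tubulin-high and condensed-nucleus cell shares, with cell loss under 80%, at 10 µM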;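 also: anti alpha tubulin signal scored within the nucleus-defined area of each cell; some results filed as inactive read as strong as hits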
P. falciparum M17LAP: P. falciparum M17LAP inhibitors, primary screen, biochemical, fluorogenic H-Leu-NHMec substrate, 1536-well (AID 1619) | inhibition, % at 30 µM, or IC50 in µM where a hit was titrated | 0.38% of 220,000 active | recombinant M17LAP, H-Leu-NHMec fluorogenic kinetic assay; higher % means a stronger effect;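 active = compound inhibiting the enzyme by more than half at any dose during confirmatory dose-response retesting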;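 also: plate controls were full reaction with DMSO carrier for no effect and no enzyme background for full effect; strong numbers were not always called active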
CSM14.1 death rescue: rescue of cells from ER stress-induced death, primary screen, 384-well, CSM14.1, thapsigargin, ATP luminescence (AID 1222). 190,000 tested, under 10 active. cellular ATP content (survival), % at 20 µM; hits with a dose series show EC50 in µM. CSM14.1 thapsigargin-induced death rescue, ATP luminescence; higher % means a stronger effect;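 active = EC50 below 50 µM in the dose-response confirmation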;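 also: death triggered by thapsigargin at about 15 µM added after 2 h compound pretreatment; cell ATP read after overnight thapsigargin exposure of roughly 18 to 22 hours; normalized against plate controls of thapsigargin alone and 5% DMSO vehicle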
Dynein transport: inhibitors of GR-EGFP nuclear translocation, primary screen, dynein cargo transport inhibitor project, imaging, high-content, 3617.4 mouse cells. z-score, hits read low. AID 1381, 2008. 0.47% of 220,000 active. test concentration mostly 20 µM; stimulated with dexamethasone, 1 µM; stronger effect = lower value;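 active = plate z-score of nuclear minus cytoplasmic receptor signal below a set negative limit, without overly bright fluorescence or cell loss, cut at about -3.5 in these data, passing the limit was not always enough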;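 also: z-score of nuclear minus cytoplasmic ring GR-EGFP intensity difference per well; some compounds called inactive have numbers as strong as hits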
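Buffer or medium: tet-free, stripped-serum medium; Also added: dexamethasone, 1.0 µM final; Technique: high-content fluorescence imaging after fixation; Times: 48 h induction, 1 h compound, 30 min dex at 37 °C; Read-out: per-cell GR-EGFP intensity, nucleus versus surrounding cytoplasmic ring, well-averaged.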
b-catenin transl: modulators of beta-catenin nuclear translocation, primary screen, imaging, HeLa cells, immunofluorescence, high-content | nuclear translocation activity, % at 5 µM | 0.3% of 190,000 active;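 active = nuclear translocation activity above 50% at 5 µM, with a well cell count of 50 or more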;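 also: per-cell ratio of nuclear to cytoplasmic median beta-catenin stain intensity; plate controls were DMSO negative control for no effect and GSK-3 inhibitor IX positive control for full effect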
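Test system: human HeLa cell line; Doses: 5 µM primary, 0.02–20 µM confirmation; Incubation: 24 h compound exposure, 37°C; Detection: beta-catenin immunofluorescence imaging with DAPI; Read-out: beta-catenin nuclear/cytoplasmic ratio, % activation.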
Ins promoter up: insulin promoter activators in MIN6 cells, imaging, high-content screening, mouse beta cells. MIN6 insulin promoter-GFP reporter; stronger effect = higher value. z-score at 5 µM. AID 1625, 2009. 0.3% of 190,000 active;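 active = z-score above 3 at 5 µM with at least 500 cells counted in the well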
Dynein transport cytoplasmic EGFP: further read-out of Dynein transport, marked with its call; z-score; measured here: cytoplasmic GR-EGFP intensity; stronger effect = higher value
Dynein transport nuclear GR-EGFP: further read-out of Dynein transport, marked with its call; z-score; measured here: nuclear GR-EGFP intensity;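 lower value marks the stronger effect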
Dynein transport cell count: recorded beside Dynein transport, whose call it bears; z-score; measured here: cell count per field
Ins promoter up cell count: second read-out of Ins promoter up, no call of its own (marks repeat the call); cell count; measured here: cytotoxicity, nuclei count;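 total cells summed across four imaged fields per well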
b-catenin transl cell count 5 µM: recorded beside b-catenin transl, whose call it bears; cell count; measured here: cell count, cytotoxicity flag
MT stabilize HCS Hoechst-high %: further read-out of MT stabilize HCS, marked with its call; % Hoechst-high responders; measured here: nuclear condensation Hoechst responders;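 share of cells brighter than vehicle mean plus two SD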
MT stabilize HCS cytotoxicity %: recorded beside MT stabilize HCS, whose call it bears; toxicity, %; measured here: cytotoxicity by cell density;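 0% = mean cell density of plate MIN control wells and 100% = no cells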
Autophagy mod cell loss 18 h: recorded beside Autophagy mod, whose call it bears; toxicity, %; measured here: cell loss, nuclei count;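 cell loss after 18 h compound exposure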
The depositor's hits bear a star; i = inactive; / = no result given; [ ] = another dose, or the depositor's remark. Rows were taken by chance, and some 2.9% of all compounds hit somewhere here.

SMILES	Autophagy mod	Autophagy mod cell loss 18 h	K1F lysis inhibition	P. falciparum M1AAP	MT stabilize HCS	MT stabilize HCS Hoechst-high %	MT stabilize HCS cytotoxicity %	P. falciparum M17LAP	CSM14.1 death rescue	Dynein transport	Dynein transport cytoplasmic EGFP	Dynein transport nuclear GR-EGFP	Dynein transport cell count	b-catenin transl	b-catenin transl cell count 5 µM	Ins promoter up	Ins promoter up cell count
CCCOC(=O)c1ccc(OCC(O)CN2C(=O)NC(C)(C)C2=O)cc1 (stereo unspecified)	i	-9	0.2%	8%	4.6	3.4	4.5	2%	0.0%	1.1	-0.26	0.9	0.32	-1.2	1112	-0.52	1250
Cc1ccc(C)c(NC(=O)CSc2nc3[nH]ncc3c(=O)[nH]2)c1	i	-19	2.2%	9%	4.4	2.7	6.6	50%	-0.4%	2.5	-0.081	1.3	-0.93	-0.8	952	0.27	1265
CC(C)C(=O)N=c1sc2cccc(F)c2n1C	/	/	0.2%	2%	/	/	/	9%	/	-0.3	-0.24	-0.19	0.67	1.1	1280	1.1	1102
N#Cc1c(C(F)(F)F)cc(-c2cccs2)nc1N1CCCCC1	/	/	0.2%	13%	/	/	/	4%	/	0.33	-0.22	0.15	-0.095	0.3	1313	-0.54	1427
CN(C)c1ccc(/C=N/NC(=O)c2ccc(CN3C(=O)c4cccc5cccc3c45)cc2)cc1	i	3	/	10%	2.5	2.6	12	9%	5.7%	-0.57	-0.26	-0.45	0.72	2.4	978	-1.2	1311
FC(F)(F)c1ccc(Nc2nnnc3ccccc23)cc1	i	14	-1.2%	3%	2.0	1.3	7.6	2%	/	0.16	-0.26	0.092	-0.11	-1.3	1063	-1.8	878
Cc1ccc(/C(N)=N/OC(=O)Oc2ccccc2)cc1	i	-9	0.7%	1%	1.8	1.4	6.2	-9%	-0.5%	-0.31	0.3	0.093	0.075	/	/	-0.28	1007
COc1cccc(/C(=N/O)C2CC2c2ccc(Cl)cc2)c1 (stereo unspecified)	i	-7	-2.9%	-8%	2.8	2.3	3.7	5%	0.1%	-1.3	-0.36	-0.4	1.2	1.3	1088	-0.62	1205
COc1cc2nc(C3CCC3)n(NC(=O)C3CCC3)c(=O)c2cc1OC	i	-22	1.7%	18%	2.3	1.9	5.9	17%	-3.0%	-0.5	-0.38	-0.038	0.19	0.2	1487	-0.8	1084
OC(CNCc1ccccc1)(c1ccc(F)cc1)c1ccc(F)cc1	i	0	-0.3%	4%	0.6	1.9	14	10%	-2.4%	/	/	/	/	0.3	1129	-0.31	2000
Cc1ccc(-c2cn3cccc(C)c3n2)cc1	i	2	1.0%	0%	1.6	4.0	3.8	10%	-3.3%	-0.41	-0.38	-0.74	-0.19	-0.8	1058	-0.01	1432
CCn1cc(C(=O)OCC(=O)Nc2cccc(Cl)c2Cl)c(=O)c2ccc(C)nc21	i	12	/	1%	2.1	2.6	6.6	1%	-0.8%	0.26	-0.14	0.2	-0.059	0.4	1071	-0.46	1298
CCCC(c1nnnn1CCOC)N1CCN(C(=O)c2ccco2)CC1 (stereo unspecified)	i	13	0.2%	-6%	4.5	2.2	3.7	9%	-1.8%	-0.59	0.79	0.097	0.22	-17	952	-0.37	1257
Cn1nnc(C(O)CN2CCOCC2)n1 (stereo unspecified)	i	11	1.3%	7%	2.5	2.5	5.9	-2%	1.2%	1.4	-0.19	1	-0.78	-0.1	835	/	/
C=CCNC(=O)c1cnc2n(c1=O)CCS2	i	-1	1.3%	-6%	3.0	1.6	7.2	-9%	1.2%	1.2	-0.2	0.91	0.081	7.3	876	0.08	1170
Cc1ccc(NC(=O)Cc2noc3ccccc23)c(C)c1	i	5	2.4%[50 µM]	8%	5.2	4.3	11	4%	0.4%	0.32	-0.24	0.0029	-0.52	3.9	569	0.03	1252
O=C(/C=C/c1ccco1)NC(=S)NNC(=O)c1ccco1	i	10	0.4%	-7%	2.5	1.3	1.0	66%	-0.2%	-1.3	-0.24	-0.77	1.4	-0.5	1194	-0.13	1030
CCC(C)NS(=O)(=O)c1ccc(F)c(C(=O)Nc2c(F)cc(F)cc2Br)c1 (stereo unspecified)	i	0	-1.2%	4%	2.8	2.8	8.5	6%	-0.9%	1.8	-0.13	0.96	-1.5	-0.1	1071	0.32	1303
Cn1nc(-c2ccccc2)cc1NS(=O)(=O)c1ccccc1	/	/	-0.5%	4%	/	/	/	2%	/	-0.2	-0.26	-0.07	-0.077	0.7	1280	1.5	1123
Cc1nn(-c2ccccc2)c(NC(=O)C(C)C)c(-c2ccccc2)c1=O	/	/	/	5%	/	/	/	-3%	/	0.28	-0.26	0.23	0.084	0.6	1274	0.46	1077
COc1ccc(CCNC(=O)C(C)Sc2ccc(C)cc2)cc1OC (stereo unspecified)	i	2	2.4%[50 µM]	2%	4.2	1.8	3.0	-13%	-1.7%	-0.057	-0.25	0.75	-0.09	-0.6	941	/	/
CCN1CCN(c2cc3c(nn2)Oc2ccccc2N3C)CC1	i	24	-1.7%	5%	2.9	3.9	5.4	-377%	-0.6%	0.22	-0.3	1.1	-0.46	0.9	591	0.08	1225
CSc1nc(NCc2ccco2)c2sc3nc(C(C)C)c4c(c3c2n1)CC(C)(C)OC4	i	10	0.0%	10%	2.8	2.5	2.3	0%	-1.8%	-1.3	-0.19	-0.67	0.58	-1.1	1445	-0.81	1319
COc1cc(C)nc(OCCNS(=O)(=O)c2cc(C)ccc2C)n1	i	14	-0.3%	-4%	1.9	1.7	6.5	-9%	-3.5%	3.3	-0.22	0.79	-0.92	-0.7	1119	0.67	950
COc1ccc(C(=O)/C=C2\NCC3c4ccccc4CCN3C2=O)cc1 (stereo unspecified)	i	-16	0.1%	-1%	2.8	1.6	11	-4%	-1.4%	-0.035	-0.2	0.61	0.41	-1.2	1307	1.2	1499
COC(=O)N[C@H](CC(C)=O)c1cccc(C(F)(F)F)c1	i	14	0.4%	6%	3.4	2.4	7.4	7%	5.4%	-0.54	-0.26	0.12	0.27	/	/	-0.38	1295
O=c1[nH]c(CN2CCN(c3ccccc3O)CC2)nc2scc(-c3ccccc3Cl)c12	/	/	0.7%	4%	/	/	/	-1%	/	-0.075	-0.2	-0.14	0.57	-0.4	1238	-0.75	955
Cc1ccc(-c2noc(CN3C(C)CCCC3C)n2)cc1 (stereo unspecified)	/	/	0.5%	4%	8.3	1.2	7.2	9%	/	-0.12	-0.12	0.23	-0.35	-1.0	1104	0.09	1700
CCOC(=O)C1=C(C)NC(C)=C(C(=O)OCC)C1C(=O)OCC(=O)N(C)C1CCS(=O)(=O)C1 (stereo unspecified)	i	-7	0.1%	6%	1.8	2.1	6.9	-11%	-0.1%	-0.32	-0.32	-0.017	0.79	1.2	1032	-0.64	1324
O=C(CC1S/C(=N/N=C/C=C/c2ccccc2)NC1=O)Nc1ccc(C(=O)O)cc1 (stereo unspecified)	i	0	0.3%	21%	2.3	3.2	2.2	38%	-0.9%	-1	-0.34	-0.49	1.3	/	/	-0.14	1085
CCOC(=O)c1noc(C)c1C(=O)Nc1nccs1	i	-1	-2.5%	0%	1.7	2.1	7.0	-5%	0.0%	0.28	0.74	0.27	-0.26	0.5	1127	-0.18	1411

Screening results as filed in PubChem.
